# Bioassay records as filed in PubChem BioAssay.
# Rtt109 Vps75: blocks Candida albicans Rtt109/Vps75 acetyltransferase activity; hit rate 0.16% among 330,000; AID 540336; Q5AAJ8; purified Rtt109/Vps75, ThioGlo CoA-SH fluorescence, 4 h; inhibition, % at 34.9 µM;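 active means inhibition of at least 50% in every replicate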
# PvdQ acylase: P. aeruginosa PvdQ acylase inhibition | purified PvdQ acylase, fluorescence plate reader | inhibition, % at 10 µM | hit rate 0.063% among 340,000; in the data active means inhibition above about 30%, passing the limit was not always enough;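 further: 0% = vehicle neutral wells and 100% = reference inhibitor wells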
# CAL PDZ FP-1: human CAL PDZ-peptide interaction inhibition | Q9HD26 | purified CAL PDZ, TMR-peptide fluorescence polarization, 1 h | inhibition, % at 20 µM | hit rate 0.02% among 330,000 | AID 504414;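 active means highest replicate inhibition of at least 40%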;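 further: plate controls were DMSO neutral control wells for no effect and unlabeled competitor peptide control wells for full effect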
#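 Test system: tagged CAL PDZ domain / Buffer or medium: sodium phosphate/NaCl buffer pH 7.4 with TCEP, IgG, Thesit / Reagent: TMR-labelled reporter peptide T*-PRC34 bound in PDZ groove / Compound dosing: single point, 20 µM / Schedule: 1 h incubation at room temperature before polarization reading / Technique: fluorescence polarization (mP) / Benchmarks: unlabelled peptide, DMSO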
# dFosB activator: mouse delta FosB homodimer activation; AID 493131; activation, % at 25 µM; P13346; hit rate 0.99% among 340,000; purified delta FosB, TAMRA-CDK5 oligo fluorescence polarization; percent of positive-control signal above neutral wells;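 active means mean activation above about 17%, with every replicate also reaching it, limit read from the data, passing the limit was not always enough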;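 further: fluorescence polarization rise as delta FosB binds a TAMRA Cdk5 AP-1 oligo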
# Target sequence (P13346 whole entry, looked up): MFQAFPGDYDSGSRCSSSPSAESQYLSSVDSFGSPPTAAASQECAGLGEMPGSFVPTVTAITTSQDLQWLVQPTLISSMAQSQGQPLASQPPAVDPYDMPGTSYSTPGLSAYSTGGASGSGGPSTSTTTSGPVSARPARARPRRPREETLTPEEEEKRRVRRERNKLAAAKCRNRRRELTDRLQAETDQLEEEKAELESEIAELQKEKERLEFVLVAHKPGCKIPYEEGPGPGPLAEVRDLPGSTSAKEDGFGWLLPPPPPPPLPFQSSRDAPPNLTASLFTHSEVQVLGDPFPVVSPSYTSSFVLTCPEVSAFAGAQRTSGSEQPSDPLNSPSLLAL
# SR-BI DiI inh: blocks mouse SR-BI lipid uptake from DiI-HDL; inhibition, % at 12.5 µM; hit rate 0.96% among 320,000; AID 488896; ldlA[mSR-BI] CHO cells, DiI-HDL uptake fluorescence, 3 h;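 active means mean replicate inhibition of at least 70% and a set share of replicates each scoring 70 or more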;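 further: 0% = median of neutral control wells and 100% = median of positive control wells; values of inactives mirror those of a sister screen read the other way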
# Target sequence (Q61009 whole entry, looked up): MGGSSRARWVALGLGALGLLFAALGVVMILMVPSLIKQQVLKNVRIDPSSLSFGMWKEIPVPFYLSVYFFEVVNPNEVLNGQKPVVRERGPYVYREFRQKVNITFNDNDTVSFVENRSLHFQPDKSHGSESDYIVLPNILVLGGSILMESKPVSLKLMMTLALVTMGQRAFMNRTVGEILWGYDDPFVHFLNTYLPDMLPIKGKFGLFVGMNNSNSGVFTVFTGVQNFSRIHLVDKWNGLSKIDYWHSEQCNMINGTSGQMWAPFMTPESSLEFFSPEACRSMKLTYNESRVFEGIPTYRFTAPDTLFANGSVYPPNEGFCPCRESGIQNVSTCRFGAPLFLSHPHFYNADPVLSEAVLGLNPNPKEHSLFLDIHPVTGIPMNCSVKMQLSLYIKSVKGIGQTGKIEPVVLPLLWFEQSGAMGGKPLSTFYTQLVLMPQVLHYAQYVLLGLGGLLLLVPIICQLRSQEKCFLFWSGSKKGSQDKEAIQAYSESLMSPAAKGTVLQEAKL
# SR-BI uptake up: enhances SR-BI lipid uptake from DiI-HDL; hit rate 0.096% among 320,000; activation, % at 12.5 µM; AID 504775; CHO ldlA[mSR-BI] cells, DiI-HDL uptake fluorescence, 3 h; 100 = double the neutral-control signal;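 active means mean replicate activation of at least 60% and every replicate at or above 60%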;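 further: 0% = median plate neutral-control signal and 100% = twice that signal; values of inactives mirror those of a sister screen read the other way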
#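 Test system: SR-BI-overexpressing, LDLR-lacking CHO cells; Also added: labelled HDL, 10 µg/mL; Measured by: bottom-read cell fluorescence after medium removal, ex 550/em 595 nm; Timing: 3 h uptake period with compound, 37 °C; Buffer or medium: F12, 0.5% BSA, 25 mM HEPES; Doses: single compound concentration, delivered by pin transfer.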
# NSD2 inh: inhibitors of human histone methyltransferase NSD2; inhibition, % at 12.5 µM; NSD2 peptide methylation, AlphaScreen, 120 min; AID 743445; hit rate 0.54% among 310,000; in the data active means inhibition above about 50%
# MITF TRPM1 HTS: activators of MITF-driven TRPM1 promoter activity in SK-MEL-5 cells; SK-MEL-5 TRPM1-promoter luciferase, 24 h; % of positive control, neutral wells = 0; activation, % at 12.5 µM; hit rate 0.75% among 300,000;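 active means mean activation of at least 80% with every replicate also reaching 80%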;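 further: 0% = neutral control wells and 100% = parthenolide positive control wells; values of inactives mirror those of a sister screen read the other way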
# PfHsp90 yeast 2: inhibits growth of yeast expressing Plasmodium falciparum Hsp90. S. cerevisiae expressing PfHsp90, BacTiter-Glo ATP, 48 h; yeast lacking PDR1 and PDR3 efflux regulators. inhibition, % at 9.4 µM. hit rate 0.32% among 310,000. AID 504621;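 active means every replicate shows inhibition above about 80%, whatever the replicate mean, limit read from the data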;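 further: 0% = DMSO neutral controls and 100% = 20 µM radicicol positive controls; yeast relying on Plasmodium falciparum Hsp90 in place of its own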
# CAL PDZ FP-2: CAL PDZ (human) peptide binding inhibition | purified CAL PDZ, TMR-peptide fluorescence polarization, 1 h | inhibition, % at 24.9 µM | Q9HD26 | hit rate 0.92% among 300,000 | AID 602252;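 active means mean inhibition of at least 30% with at least half of replicates also reaching 30%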;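 further: 0% = DMSO neutral control and 100% = excess unlabeled competitor peptide PRC23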
# Starred values were filed as active, the others as inactive; · = no result given; & = joins results of further samples.
SMILES,Rtt109 Vps75,PvdQ acylase,CAL PDZ FP-1,dFosB activator,SR-BI DiI inh,SR-BI uptake up,NSD2 inh,MITF TRPM1 HTS,PfHsp90 yeast 2,CAL PDZ FP-2
COC(=O)c1cc2ccccc2c([N+](=O)[O-])c1O,-2.6,-5.2,-0.3,8.2,-36.0,36.0,1.9,9.8,-6.2,107.7*
Cc1ccc(S(=O)(=O)NCCCNS(C)(=O)=O)cc1,8.0,-1.4,0.8,-4.3,-38.6,38.6,-2.1,-10.3,·,1.7
CCOC(O)[C@H]1N[C@@H](c2ccc(Cl)cc2)[C@@H]([N+](=O)[O-])[C@@H]1c1ccccc1 (some centres not stated),-11.8,-8.8,-2.7,-3.6,-5.5,5.5,-2.0,5.1,0.6,0.2
NC(=O)COC(=O)c1sc2cc(F)ccc2c1Cl,-1.0,-6.6,14.8,-4.3,-7.9,7.9,-4.6,20.3,·,3.7
O=C(CC1C(=O)NCCN1Cc1cccc(F)c1)NC1CCCCCC1 (configuration not stated),6.5,-8.6,0.1,-13.7,-11.9,11.9,-1.9,1.7,-11.8,-2.3
COc1ccc(CNC(=O)c2ccc(N3CCCC3=O)cc2)cc1,5.2,4.4,-0.8,-4.7,2.3,-2.3,-1.2,34.2,·,5.6
O=C(NCCCN1CCOCC1)C(=O)c1c[nH]c2ccccc12,-15.7,-11.6,-2.8,-0.8,-6.3,6.3,37.2,-21.3,23.7,11.4
Cc1cc(C)c(NC(=O)CSc2nc3ncc(Br)cc3[nH]2)c(Cl)c1,-4.8,7.5,-0.7,69.1*,-11.1,11.1,-2.8,2.0,-5.4,-4.6
Cn1c(CO)cnc1-c1ccccc1,-3.5,9.5,-3.5,-6.2,-26.1,26.1,-0.8,-1.5,-11.1,3.2
COc1ccc(C(=O)Nc2cc(C)ccc2NC(=O)COc2ccccc2)cc1,-2.6,-5.7,-1.2,-5.0,19.9,-19.9,-0.8,14.7,-16.2,0.8
COc1ccc(OCc2nnc(SCC(=O)N3CCCC3)o2)cc1,9.3,-8.4,-2.6,2.8,-4.1,4.1,-1.6,9.2,10.7,-2.6
CCOC(=O)Cc1csc(NC(=O)COc2c(C)cccc2C)n1,0.6,-13.1,0.0,-3.0,-17.6,17.6,-3.0,0.2,-19.7,-1.2
Cc1cc(=O)[nH]c(SCC(=O)Nc2ccc(S(=O)(=O)N3CCOCC3)cc2)n1,-1.6,1.1,-3.7,4.8,-35.7,35.7,0.7,·,-2.6,2.6
COc1ccc(C2CC(c3ccccc3)=NN2C(=O)COC(=O)c2nc3nc(C)cc(C)n3n2)cc1 (configuration not stated),4.7,-9.9,-2.2,7.2,2.5,-2.5,-0.1,16.6,-17.6,-2.1
CC(C)c1ccc(NC2CCCN(C(=O)c3ccnc(Cl)c3)C2)cc1 (configuration not stated),-3.2,-8.5,0.0,-8.6,-3.9,3.9,8.3,-4.4,-2.6,-6.8
CCCSc1ccc([C@H]2N[C@@](Cc3ccccc3)(C(=O)OC)[C@H]3C(=O)N(CC)C(=O)[C@@H]23)cc1,7.5,4.9,0.3,-0.4,-8.5,8.5,·,-5.8,-10.1,-3.4
CCCOc1ccccc1C1CC(=O)Nc2cc3c(cc21)OCCO3 (configuration not stated),-0.9,0.2,0.4,-1.6,24.4,-24.4,4.5,·,-28.1,-0.1
O=C(NCCc1ccccc1)C1CC(c2ccccc2O)=NO1 (configuration not stated),47.6,8.3,-1.0,-12.3,-25.2,25.2,4.2,-4.9,4.3,-3.8
Cc1cc(Nc2cccc(Cl)c2)nc(-c2ccccc2O)n1,3.0,-7.7,0.3,3.2,47.7,-47.7,-1.4,-12.9,-43.7,2.2
COc1ccccc1NC(=O)c1ccccc1SC,-8.0,-13.2,-0.9,-4.5,56.6,-56.6,3.0,15.8,21.8,-4.6

# One compound at a time, from the list above.
# CCOC(O)[C@H]1N[C@@H](c2ccc(Cl)cc2)[C@@H]([N+](=O)[O-])[C@@H]1c1ccccc1 (some centres not stated) as listed: Rtt109 Vps75 = -11.8; PvdQ acylase = -8.8; CAL PDZ FP-1 = -2.7; dFosB activator = -3.6; SR-BI DiI inh = -5.5; SR-BI uptake up = 5.5; NSD2 inh = -2.0; MITF TRPM1 HTS = 5.1; PfHsp90 yeast 2 = 0.6; CAL PDZ FP-2 = 0.2
# Cc1ccc(S(=O)(=O)NCCCNS(C)(=O)=O)cc1 as listed: Rtt109 Vps75 = 8.0; PvdQ acylase = -1.4; CAL PDZ FP-1 = 0.8; dFosB activator = -4.3; SR-BI DiI inh = -38.6; SR-BI uptake up = 38.6; NSD2 inh = -2.1; MITF TRPM1 HTS = -10.3; PfHsp90 yeast 2 = ·; CAL PDZ FP-2 = 1.7

# New compounds follow
SMILES,Rtt109 Vps75,PvdQ acylase,CAL PDZ FP-1,dFosB activator,SR-BI DiI inh,SR-BI uptake up,NSD2 inh,MITF TRPM1 HTS,PfHsp90 yeast 2,CAL PDZ FP-2
COc1cc(/C=N/n2cc(-c3ccccc3)[nH]c2=S)cc(OC)c1O,1.3,-3.6,-1.0,-27.4,16.9,-16.9,8.3,-10.4,-61.1,-0.5
Cc1ncc(C[n+]2csc(C)c2C)c(N)n1,-2.4,3.1,0.1,-5.3,-6.6,6.6,-2.7,1.6,13.9,-5.6
N#Cc1ccc(-c2csc(NNC(=O)c3ccc(Br)cc3)n2)cc1,15.1,1.7,0.2,-3.6,28.2,-28.2,·,12.4,-6.3,-3.8
O=C(c1ccc2[nH]c(=O)c(=O)[nH]c2c1)N1CCN(Cc2ccccc2)CC1,0.2,-3.1,-1.0,3.6,-26.4,26.4,3.0,-7.0,16.0,2.9
Clc1cccc(-c2ccc(-c3nc4ccccn4c3NCc3ccccc3)cc2)c1,7.8,0.0,-0.1,2.2,69.0,-69.0,·,18.6,-11.3,0.3
CCCN(C(=O)CSCC(=O)Nc1ccc(OC)cc1)c1c(N)n(Cc2ccccc2)c(=O)[nH]c1=O,0.8,7.7,-2.1,-5.2,-3.5,3.5,0.4,3.4,5.1,3.1
CCCC(=O)Nc1nnc(SCC(=O)NCc2ccco2)s1,3.2,-0.6,0.8,-0.9,-25.9,25.9,-4.1,-9.1,-18.4,-1.2
CC(C)c1ccc(NC(=S)N2CCCC(c3ccc(F)cc3)=N2)cc1,-5.8,-5.1,-2.1,-2.1,43.5,-43.5,60.0*,0.3,1.2,-5.4
CC1=C(C#N)C(NC(=O)c2ccccc2Cl)(C(F)(F)F)C(=O)N1 (configuration not stated),4.2,-5.1,0.5,-2.2,-10.5,10.5,-2.1,-1.1,9.2,-3.1
Clc1ccc(OCCn2ccnc2)c(Cl)c1,-2.8,2.8,-1.4,-0.2,-20.2,20.2,0.4,10.5,3.3,0.2
CCCOc1ccc(-c2csc(NC(=O)CN3C(=O)CCC3=O)n2)cc1,2.1,3.4,-2.1,-3.3,9.2,-9.2,0.9,-3.0,-3.5,-1.6
COc1cc(C)ccc1OCC(=O)OCC(=O)c1[nH]c(C)c(C(C)=O)c1C,-1.3,1.1,-1.0,-6.4,14.9,-14.9,-1.8,11.1,·,·
CCN(Cc1ccncc1)C(=O)c1cc(COc2ccc(F)cc2F)on1,0.5,6.6,-0.1,-2.8,5.4,-5.4,-3.5,11.1,-0.6,5.3
CN(C)S(=O)(=O)c1ccc(NC(=O)CNc2cc(S(=O)(=O)N3CCCC3)ccc2OCC(F)(F)F)cc1,2.4,-9.8,-0.7,-1.2,49.6,-49.7,-1.6,5.0,12.1,-10.9
CN1CCC(OC(=O)c2ccccc2Cl)CC1,6.4,5.9,-2.2,2.7,-8.4,8.4,4.8,10.1,11.0,-4.8
COc1ccc(CCNC(=S)NC(=O)/C=C/c2ccc(C)cc2)cc1OC,-0.1&-4.6,-5.7&-4.1,-0.7,-4.4,6.6&42.9,-6.6&-42.9,0.2,8.4,9.5,0.1
Cc1ccc(-c2nn(C(C)(C)C)c3ncnc(N)c23)cc1,6.8,-17.6,-2.0,-2.1,14.6,-14.6,0.1,-2.6,65.6,1.0
COc1ccccc1-c1cc(C(=O)N/N=C/c2ccoc2)c2ccccc2n1,3.3,-7.2,1.6,-14.5,33.1,-33.1,-1.3,3.6,-19.8,-1.0
CCOc1ccc2nc(NC(=O)c3cnccn3)sc2c1,-5.4,-3.0,-0.1,-5.0,-39.4,39.4,-3.8,55.6,-21.2,-2.4
Cc1ccc(NC(=O)c2ccc(S(=O)(=O)N3CCOCC3)cc2)cc1,11.5,0.9,-2.2,3.0,5.1,-5.1,-2.2,30.5,12.1,-3.8

# Random excerpt: 4 records from the list, in no set order.
SMILES,Rtt109 Vps75,PvdQ acylase,CAL PDZ FP-1,dFosB activator,SR-BI DiI inh,SR-BI uptake up,NSD2 inh,MITF TRPM1 HTS,PfHsp90 yeast 2,CAL PDZ FP-2
Cc1ccc(NC(=O)c2ccc(S(=O)(=O)N3CCOCC3)cc2)cc1,11.5,0.9,-2.2,3.0,5.1,-5.1,-2.2,30.5,12.1,-3.8
CC(C)c1ccc(NC2CCCN(C(=O)c3ccnc(Cl)c3)C2)cc1 (configuration not stated),-3.2,-8.5,0.0,-8.6,-3.9,3.9,8.3,-4.4,-2.6,-6.8
Cn1c(CO)cnc1-c1ccccc1,-3.5,9.5,-3.5,-6.2,-26.1,26.1,-0.8,-1.5,-11.1,3.2
CN(C)S(=O)(=O)c1ccc(NC(=O)CNc2cc(S(=O)(=O)N3CCCC3)ccc2OCC(F)(F)F)cc1,2.4,-9.8,-0.7,-1.2,49.6,-49.7,-1.6,5.0,12.1,-10.9

# NSD2 inh: what is marked active above
SMILES,Rtt109 Vps75,PvdQ acylase,CAL PDZ FP-1,dFosB activator,SR-BI DiI inh,SR-BI uptake up,NSD2 inh,MITF TRPM1 HTS,PfHsp90 yeast 2,CAL PDZ FP-2
CC(C)c1ccc(NC(=S)N2CCCC(c3ccc(F)cc3)=N2)cc1,-5.8,-5.1,-2.1,-2.1,43.5,-43.5,60.0*,0.3,1.2,-5.4

# (continued)
SMILES,Rtt109 Vps75,PvdQ acylase,CAL PDZ FP-1,dFosB activator,SR-BI DiI inh,SR-BI uptake up,NSD2 inh,MITF TRPM1 HTS,PfHsp90 yeast 2,CAL PDZ FP-2
COc1ccc(C(=O)Nc2ccc(S(=O)(=O)N3CCCCC3)cc2)cc1OC,16.2,-10.7,-3.1,-12.2,4.8,-4.8,2.9,-8.0,21.4,-4.6
COc1ccc(/C=C/C(=O)C2CC2)cc1COc1c(C)cccc1C,-3.7,-8.6,-0.1,-5.5,37.0,-37.0,-3.5,-11.4,-0.3,-1.6
Cc1cc(Br)ccc1NC(=O)CNC(=O)CN(C)C1CCS(=O)(=O)C1 (configuration not stated),12.2,-13.3,-2.0,-1.3,-9.4,9.4,0.9,-2.0,17.8,-4.3
COc1ccc(-c2csc(C3=C(O)CN(Cc4ccc(S(N)(=O)=O)cc4)C3=N)n2)cc1OC,-6.8,-18.6,-0.8,0.6,7.6,-7.6,-4.3,9.7,-22.9,-1.3
